From PubChem BioAssay
aDG glyco up – increases alpha dystroglycan glycosylation; 360,000 tested, 0.22% active; activation, % at 10 µM; AID 624168; Pro5-aDG cells, alpha-DG glycosylation AlphaScreen (IIH6); 0% Pro5, 100% B10-LARGE cell signal;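 active means activation of at least 8% versus controls, or a plate z-score of at least 8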;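 further: Pro5 are CHO cells carrying HIG-tagged alpha-DG that lacks glycosylation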
PDI inh – inhibitors of human protein disulfide isomerase. P07237. PDI insulin aggregation turbidity, A650, 90 min. inhibition, % at 10 µM. 350,000 tested, 0.052% active. AID 588391;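 active means mean inhibition across replicates of 30% or more, whatever share of single replicates reach that level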;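 further: absorbance from insulin aggregation driven by PDI reduction with DTT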
Target sequence (P07237 whole entry, looked up): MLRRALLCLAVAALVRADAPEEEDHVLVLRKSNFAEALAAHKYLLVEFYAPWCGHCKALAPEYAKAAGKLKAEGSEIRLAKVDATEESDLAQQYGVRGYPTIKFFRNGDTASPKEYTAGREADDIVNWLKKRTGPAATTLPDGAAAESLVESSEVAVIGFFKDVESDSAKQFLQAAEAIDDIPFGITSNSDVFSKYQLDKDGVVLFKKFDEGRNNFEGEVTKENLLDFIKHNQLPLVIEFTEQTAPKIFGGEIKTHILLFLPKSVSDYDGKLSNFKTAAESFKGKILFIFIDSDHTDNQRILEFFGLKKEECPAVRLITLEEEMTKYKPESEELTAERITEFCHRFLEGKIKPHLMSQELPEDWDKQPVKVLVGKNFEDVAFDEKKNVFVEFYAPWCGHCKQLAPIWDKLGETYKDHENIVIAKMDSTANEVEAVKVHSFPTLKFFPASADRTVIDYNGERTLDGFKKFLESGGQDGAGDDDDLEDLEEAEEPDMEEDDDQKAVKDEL
ABCB6 inh MLPCN – blocks the human ABCB6 transporter. fluorescence ratio to DMSO, % at 10 µM. AID 602162. K562-ABCB6 porphyrin accumulation, flow cytometry, 1 h; hits give low values. 360,000 tested, 0.19% active;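 active means fluorescence ratio to DMSO below 75%, the collection mean minus 3 SD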;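 further: signal is porphyrin accumulated inside mitochondria; 100% equals median channel fluorescence of DMSO control wells; lower ratio means ABCB6 inhibition with less porphyrin fluorescence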
H9c2 protect – modulators protecting cardiomyocytes from myocardial damage; protection from H2O2 cell death, % at 20 µM; 360,000 tested, 0.63% active; AID 588492; H9c2 cardiomyocytes, H2O2 injury protection, ATPLite, 2 h;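 active means compounds giving at least 50% protection of heart cells from peroxide-induced death in the single-dose screen, raw or plate-pattern-corrected value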;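 further: 0% = DMSO wells with peroxide and 100% = DMSO wells without peroxide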
N-glyco inh – blocks N-linked glycosylation in D54 reporter cells; D54 ERlucT glycosylation luciferase reporter, 24 h; percent of 100 nM tunicamycin response; reporter increase, % at 12.5 µM; 360,000 tested, 0.23% active;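 active means mean luciferase reporter signal, scaled so untreated is 0 and the glycosylation-blocking control 100, at or above a set limit in every replicate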;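 further: luciferase carries N-glycosylation sites so blocking glycosylation raises the light; 0% = median of neutral control wells and 100% = median of 100 nM tunicamycin wells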
Granule exo inh – blocks lytic granule exocytosis; TALL-104 LAMP-1 surface exposure, flow cytometry; cells stimulated with thapsigargin and PMA; inhibition, % at 10 µM; 360,000 tested, 0.66% active; AID 651702;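 active means inhibition above about 55%, limit read from the data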
hiPSC survival – hiPSC single-cell survival enhancement. ATPlite luminescence; 100% = ROCK inhibitor wells, 0% = DMSO. survival enhancement, % at 20 µM. 360,000 tested, 0.044% active; in the data active means survival enhancement above about 18%;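 further: cells exposed to compounds for 16 hours before the ATP read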
HTR2A ag – activates the mouse 5-HT2A serotonin receptor; AID 624169; 360,000 tested, 0.66% active; P35363; activation, % at 7.6 µM; CHO-K1 mHTR2A beta-arrestin complementation, luminescence; percent of 30 µM serotonin response;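 active means activation above a run cutoff, the mean activation of all tested compounds plus 3 SD, cut at about 14% in these data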;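 further: 0% = plate median of compound wells and 100% = 30 µM serotonin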
Target sequence (P35363 whole entry, looked up): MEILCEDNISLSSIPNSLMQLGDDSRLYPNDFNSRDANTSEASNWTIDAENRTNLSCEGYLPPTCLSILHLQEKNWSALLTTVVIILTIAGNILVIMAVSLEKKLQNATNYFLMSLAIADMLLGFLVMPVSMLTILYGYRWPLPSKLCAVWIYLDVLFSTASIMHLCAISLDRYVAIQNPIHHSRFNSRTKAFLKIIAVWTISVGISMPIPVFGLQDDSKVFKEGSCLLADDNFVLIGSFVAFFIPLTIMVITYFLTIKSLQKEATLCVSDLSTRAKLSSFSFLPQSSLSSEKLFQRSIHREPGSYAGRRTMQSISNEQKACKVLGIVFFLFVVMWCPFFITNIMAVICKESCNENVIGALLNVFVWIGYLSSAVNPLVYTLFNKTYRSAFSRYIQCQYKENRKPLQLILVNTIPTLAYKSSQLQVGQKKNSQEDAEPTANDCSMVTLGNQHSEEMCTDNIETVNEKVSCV
Vif inh – HIV Vif inhibition | HEK293T cells, Vif self-association by quenched fluorescence, imaging, 24 h | inhibition, % at 7.49 µM | 340,000 tested, 0.35% active | AID 602346; in the data active means inhibition above about 50%, passing the limit was not always enough; further: some results filed as inactive read as strong as hits
CaV13 ICDI inh – Primary screen for inhibitors of IQ motif and Ca2+-dependent inactivation inhibitor domain binding in CACNA1D, Förster resonance energy transfer in living cells, …; HEK cells, CFP/YFP FRET ICDI-IQ, plate reader, 10 min; percent FRET-ratio fall versus neutral wells; inhibition, % at 12.3 µM; 340,000 tested, 0.098% active;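 active means mean replicate inhibition of at least 30% and at least 1% of replicates passing that level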;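 further: 0% = median of the neutral control wells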
* = called active by the depositor; . = not tested or not shown.

SMILES	aDG glyco up	PDI inh	ABCB6 inh MLPCN	H9c2 protect	N-glyco inh	Granule exo inh	hiPSC survival	HTR2A ag	Vif inh	CaV13 ICDI inh
O=C(O)COc1ccc(NC(=O)C(c2ccccc2)c2ccccc2)cc1	0.4	-3	99	-1	1	-26	-0.1	-2	7	-19
COCCNC(=O)C1CCCN(C(=O)c2cc(-c3ccccc3)cs2)CC1 (stereo not given)	0.2	-6	100	-5	0	5	1.1	3	-10	-5
CCCCCCCCCCCCS[C@H]1CS(=O)(=O)C[C@@H]1O	0.5	4	100	-19	-1	1	-0.3	2	-2	0
Fc1cccc(Nc2nc(Cl)nc(Cl)n2)c1	0.1	0	91	7	2	0	2.6	0	4	-16
COc1ccc(-c2csc(NC(=O)CS(=O)(=O)c3ccccc3)n2)cc1OC	0.2	-10	103	11	-2	0	5.7	1	7	-22
Cn1c(N)c(C(=O)COC(=O)c2cc(-c3ccco3)nc3ccccc23)c(=O)n(C)c1=O	0.0	-2	100	18	4	-3	-3.2	6	2	-9
CC(C)(C)OC(=O)N/N=C/c1cccc([N+](=O)[O-])c1	0.3	0	95	-20	-1	13	-2.7	0	-3	3
CCOC(=O)Cc1nnc(-c2ccccc2)o1	0.2	8	87	6	-1	-3	-2.9	0	-2	-7
CCOC(=O)C1=C(C)N=c2s/c(=C\c3ccc(O)c([N+](=O)[O-])c3)c(=O)n2C1c1ccccc1OC (stereo not given)	-0.2	-6	103	-11	0	7	0.1	2	-6	-2
COc1cc(NC(=O)C2CC(c3cccc(OC)c3OC)=NO2)cc(OC)c1OC (stereo not given)	1.2	3	108	-17	14	1	-2.1	3	-17	-10
O=C1CSC(c2cccc([N+](=O)[O-])c2)N1c1c(F)cccc1F (stereo not given)	-0.3	-9	100	-1	2	-2	-0.4	3	4	-6
CC1CCCCC1NC(=O)c1ccc(-n2cncn2)c([N+](=O)[O-])c1 (stereo not given)	0.3	5	99	0	2	-5	-0.4	-1	1	-3
CCCCc1nc2ccc(S(=O)(=O)O)cc2[nH]1	1.1	5	94	-1	1	-6	-0.3	3	-2	-144
CC1=C(C)C(c2ccccc2)NC(=S)N1 (stereo not given)	0.1	-3	95	5	3	-1	-2.4	2	0	-6
Cc1nn(CCC(=O)NNC(=S)NCC(C)C)c(C)c1Br	0.3	5	97	-3	1	-1	-4.1	-26	5	-7

Random excerpt: 3 entries already listed, in no set order.
SMILES	aDG glyco up	PDI inh	ABCB6 inh MLPCN	H9c2 protect	N-glyco inh	Granule exo inh	hiPSC survival	HTR2A ag	Vif inh	CaV13 ICDI inh
Cc1nn(CCC(=O)NNC(=S)NCC(C)C)c(C)c1Br	0.3	5	97	-3	1	-1	-4.1	-26	5	-7
O=C(O)COc1ccc(NC(=O)C(c2ccccc2)c2ccccc2)cc1	0.4	-3	99	-1	1	-26	-0.1	-2	7	-19
CC1=C(C)C(c2ccccc2)NC(=S)N1 (stereo not given)	0.1	-3	95	5	3	-1	-2.4	2	0	-6

The results go on:
SMILES	aDG glyco up	PDI inh	ABCB6 inh MLPCN	H9c2 protect	N-glyco inh	Granule exo inh	hiPSC survival	HTR2A ag	Vif inh	CaV13 ICDI inh
C=CCNC(=O)/C(C#N)=C/c1ccc2c(c1)OCCO2	0.2	1	100	-13	0	-2	-0.9	1	-4	-6
O=C(Nc1ccc(F)cc1)Nc1ccc(S(=O)(=O)N2CCCC2)cc1	0.3	1	96	-17	-4	-2	0.6	-9	-3	-6
Cc1ccc2nc(SC(C)C(=O)NC3CCCC3)[nH]c2c1 (stereo not given)	0.0	8	101	-3	-2	3	1.2	-5	-11	-4
O=C(Nc1ccc(S(=O)(=O)Nc2ccccc2)cc1)C1COc2ccccc2O1 (stereo not given)	0.6	-9	100	-13	10	-1	-1.1	-4	-12	-6
Cc1cccc(-n2ncc3c2CCCC3NC(=O)C2=CC(=O)CC(C)(C)O2)c1C (stereo not given)	1.8	-1	89	-17	-4	3	1.2	5	-31	-6
CCC(=O)Nc1ccc(NC(=S)NC(=O)Cc2ccccc2)cc1	-0.3	6	94	-2	0	1	1.8	-2	-3	-4
COc1ccccc1CNS(=O)(=O)c1ccc(N2CCCC2)cc1Br	-0.3	3	101	-36	-5	-2	1.7	8	-14	-7
FC(F)(F)C(F)(F)C(F)(F)c1nnc2ccc(N3CCOCC3)nn12	-0.2	-3	96	0	3	3	-1.0	-1	0	-5
CC(C)c1nnc(NC(=O)CCC(=O)NC2CCCCCC2)s1	-0.3	6	101	0	3	1	2.9	0	-5	-15
CCn1cc(CCCC(=O)NCc2cccnc2)c2ccccc21	0.1	-5	102	4	-1	-5	1.0	4	-7	-4
COC(=O)C(C(=O)OC)C(C[N+](=O)[O-])c1ccc(O)c(OC)c1 (stereo not given)	0.4	-6	97	3	0	8	-0.8	-1	-4	-9
CCNC1(C(N)=O)CCN(Cc2ccccc2)CC1	0.0	-73	91	5	0	1	3.7	5	2	-11
COc1ccc(CN(C(=O)c2cc3ccccc3oc2=O)C2CCCC2)cc1	0.1	-8	106	11	-5	2	-2.6	1	-2	-5
Cc1nn(-c2ccccc2)c(N)c1N=Nc1ccccc1	-0.3	-9	82	-16	-7	-3	0.6	-7	-2	0
Cc1ccc(C(=O)NN2CCOCC2)cc1[N+](=O)[O-]	-0.1	-7	89	2	0	2	0.2	1	1	-3
CCn1c(SCC(=O)N(Cc2ccccc2)C2CCS(=O)(=O)C2)nc2ccccc2c1=O (stereo not given)	0.2	4	105	4	2	2	-1.5	-3	1	-6
CCC(=O)c1ccc(OCC(=O)Nc2ccccc2N2CCCCC2)cc1	0.4	-17	93	-4	17	1	-0.3	13	-9	-1
COc1ccc(NC2SC(=O)N(C)C2=O)cc1 (stereo not given)	0.1	10	94	-6	0	3	-0.5	-2	-4	-5
Cc1nn(-c2ccc(C(=O)O)cc2)c(C)c1Oc1ccccc1O	-0.1	5	105	10	5	-5	1.1	-1	0	-5
COc1ccc(CN2CCCCCC2)cc1Br	0.1	-3	98	0	6	-8	0.0	-1	-8	2
O=C(N/N=C/c1ccc([N+](=O)[O-])o1)c1ccncc1	1.5	13	98	5	20	7	-0.6	-1	-4	-17
CN(C)c1nc2c(c(=O)n(C)c(=O)n2C)n1CC(=O)c1cccs1	0.0	-5	97	2	3	-3	-0.1	13	-1	-2
CN1CCN(S(=O)(=O)c2cccc(C(=O)NC3CCCC3)c2)CC1	1.2	-2	95	-2	-1	2	0.2	6	-7	-6
O=C(Nc1cccc2c1CCCC2)c1cc(C2CCCCN2C(=O)CCCc2ccccc2)on1 (stereo not given)	0.2	-1	93	-9	-4	7	-2.4	-7	-8	-5
CCOc1cc(C(C#N)N2CCOCC2)ccc1OC (stereo not given)	-0.4	0	95	7	-1	0	-0.4	3	3	-3
O=C(NCC1COc2ccccc2O1)c1ccc(NC(=O)C(c2ccccc2)c2ccccc2)cc1 (stereo not given)	1.1	-10	98	-5	-7	-2	-1.5	-1	-12	1
CCCCN(Cc1cccs1)S(=O)(=O)c1csc(C(N)=O)c1	0.5	-1	102	-6	0	11	-0.4	2	11	-6
O=C(C1=C[C@H](c2ccccc2)C[C@H](OCc2ccc(CO)cc2)O1)N1CCOCC1	0.0	-5	96	-1	-1	-8	0.2	4	-4	-8
CC(=O)N1CCN(c2ccc(NC(=O)c3ccc(OCc4ccccc4)cc3)cc2)CC1	0.3	6	102	-4	-1	1	-2.1	0	-6	-4
O=C(CSc1nc(-c2ccccc2)c(-c2ccccc2)[nH]1)Nc1ccc2c(c1)OCO2	0.8	-4	92	-7	-1	-2	4.0	-3	-1	-6
COc1cc(-c2cnc3c(NC(C)=O)cc(-c4ccc(N5CCN(C)CC5)cc4)cn23)cc(OC)c1OC	-0.3	0	118	-30	-9	32	-3.9	5	0	-14
O=C(C[n+]1cccc(/C=N/O)c1)N(Cc1ccccc1)Cc1ccccc1	0.0	21	98	5	1	-1	0.0	6	-5	-5
CSc1nc(COC(=O)NC(C)C)c(COC(=O)NC(C)C)n1Cc1ccccc1	-0.3	.	98	3	-1	-14	0.8	-4	-3	-11
O=C(c1cc(COc2ccc(F)cc2Cl)on1)N1CCC(c2ccncc2)CC1	7.1	1	93	-27	-5	7	0.1	0	27	4
O=C(Cc1ccccc1)Nc1ccccc1C(=O)N1CCCCC1	-0.2	-2	99	4	1	-3	0.0	4	-29	-6
CC(C)c1ccc(Cc2nnc(NCCCO)[nH]c2=O)cc1	-0.1	-1	103	5	3	-2	-0.1	-7	4	.
CCOC(=O)C1CCCN(C(=O)c2cc(-c3cccs3)oc2C)CC1 (stereo not given)	0.1	-25	91	-7	1	-2	0.4	-3	-8	-7
Cc1onc(-c2ccccc2)c1C(=O)Nc1nnc(N2CCCCCC2)s1	0.1	12	93	1	2	-2	-0.9	-1	-7	-7
CC(C)CC(C(=O)O)N1C(=O)[C@@H]2[C@H](C1=O)[C@@H]1C[C@H]2C(Br)C1Br (stereo not given in full)	0.1	-3	93	-5	-1	0	0.6	-2	4	-5
CSc1ncc(Cl)c(C(=O)Nc2ccccc2[N+](=O)[O-])n1	0.0	-4	98	15	0	-10	-0.8	6	-3	-4
Cc1ccc(Sc2cnc3ccccc3n2)cc1	0.1	4	88	-16	-5	2	1.1	5	-5	.
CC(C)(C)c1cc[n+](-c2[nH]c(=O)sc2/C=N/N=C(\[O-])c2ccccc2)cc1	0.1	-4	99	-1	2	-5	-0.2	4	4	-2
Cc1cc(=S)[nH]c2ccccc12	0.0	6	102	19	2	44	1.9	-5	1	-6
O=C(N/N=C/c1ccc(Br)s1)c1ccccc1[N+](=O)[O-]	0.3	1	93	-8	4	-4	7.9	-3	-9	-5
O=C(c1ccccn1)N1CCCC(N2CCN(c3cccc(C(F)(F)F)c3)CC2)C1 (stereo not given)	0.0	1	99	-3	1	-4	-0.6	-6	5	-3
C/C(Nc1ccc(Cl)cc1)=C1/CCOC1=O	-0.1	-2	100	1	-1	-1	0.2	-1	2	-6
COc1cc2c(cc1OC)CN(CCC(=O)c1ccc(Br)cc1)CC2	0.8	-1	105	-2	0	8	0.6	-1	10	.
O=C(NCCc1ccccc1)C1C(=O)Nc2ccccc2C(=O)N1C1CCCCC1 (stereo not given)	-0.1	.	.	.	.	3	.	0	.	-8
COc1ccc(-c2sc3cc4c(cc3c2-c2ccc(OCCN3CCOCC3)cc2)OCO4)cc1	-0.3	-15	95	4	-3	-3	0.2	5	4	-6
O=C(O)c1ccc(Cl)c(S(=O)(=O)NCc2ccco2)c1	-0.1	-1	110	2	2	0	4.2	-2	6	.
COc1ccccc1OCC(=O)Nc1cc(NC(=O)COc2ccccc2OC)cc(C(=O)O)c1	0.0	14	98	7	-2	-4	2.5	-2	12	-6
CCOc1ccc2oc(C(=O)NC(C)(C)CC)c(C)c2c1	-0.3	-5	95	-5	-4	-3	-0.1	-7	-2	-1
Cc1cc(=O)[nH]c(N/N=C/C(C)c2ccccc2)n1 (stereo not given)	0.0	-8	100	1	1	0	-0.4	-1	2	7
[O-]/C(=C(\C(=S)Nc1ccc(SC(F)F)cc1)[n+]1ccccc1)c1ccc(Cl)cc1Cl	-0.1	-3	92	-4	-8	-2	-0.6	-2	-22	-3
CC(=O)c1cc(Cl)ccc1OCC(=O)Nc1cccc(S(=O)(=O)N2CCCC2)c1	0.2	-7	99	-16	-1	-3	0.3	-8	-4	-6
